Myeloid diff MLP = promotes myeloid progenitor differentiation | ER-HoxA9 myeloid progenitors, lysozyme-GFP differentiation, flow cytometry | calls only at 10 µM | 360,000 tested, 1% active | AID 624256;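 active means normalized GFP-positive differentiation at or above the plate's own cutoff, the solvent-only control mean plus 3 SD; inconclusive means no clear call, values can overlap the other calls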;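 further: cells exposed to compound for four days before flow analysis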
Myeloid diff MLP GFP+ MAC1+ % = recorded beside Myeloid diff MLP, whose call it bears; GFP+ MAC1+ double positive, %; measured here: differentiation confirmed by MAC1 staining
An asterisk follows results filed as active; i = inactive; ? = inconclusive; · = no result given; + = active, no number; & = joins results of further samples. This is a subset. The share of hits here may be higher or lower than overall.

SMILES	Myeloid diff MLP	Myeloid diff MLP GFP+ MAC1+ %
Cc1nc(Nc2ccc(Br)cc2Br)c([N+](=O)[O-])c(=O)[nH]1	i	0.7
O=C1CN(S(=O)(=O)c2ccc(F)cc2)CCN1	i	1.5
COc1ccccc1Cc1c(C2CCCCC2)nc2ccc(C)cn12	i	0.2
CCCNC(=O)Cn1nc(-c2ccccc2OC)ccc1=O	i	1.6
CN(CC(=O)Nc1ccc(F)cc1)C(=O)c1ccc(OCc2cn3ccccc3n2)cc1	i	1.2
Cc1nnc(NC(=O)c2ccc3c(c2)NC(=O)CS3)s1	i	1.2
CCC(C(=O)OCC(=O)NCc1ccc2c(c1)OCO2)c1ccccc1 (stereo not given)	i	0.7
CCN(CC)C(=O)[C@H]1CC(CC(=O)NC/C=C(\C)CCC=C(C)C)C(=O)N2CCc3c([nH]c4ccc(OC)cc34)[C@]12C (stereo not given in full)	i	0.3
Cc1ccc(S(=O)(=O)N[C@H](CNCc2ccccc2)C(C)C)cc1	i	1.4
C[C@H](CO)N1C[C@H](C)[C@@H](CN(C)C(=O)Nc2ccccc2)Oc2ccc(NC(=O)CCC(F)(F)F)cc2C1=O	i	1.7
CCN(CC)C(=O)[C@H]1C[C@H](CC(=O)NCCc2ccccn2)C(=O)N2CCc3c([nH]c4cc(CCC(=O)N(C)C)ccc34)[C@]12C	i	1.2
Cc1ccc(S(=O)(=O)N2[C@H](CC(=O)c3ccccc3)OC[C@@H]2C(C)C)cc1	i	1.7
O=C(O)c1ccccc1C(=O)N(c1ccccc1)c1ccccc1	i	1.1
CC[C@]12c3[nH]c4ccccc4c3CCN1C(=O)C(CC(=O)NC/C=C(\C)CCC=C(C)C)C[C@@H]2C(=O)N1CCN(C(=O)c2ccco2)CC1 (stereo not given in full)	i	0.5
COc1ccc(C(=O)Nc2cccc(NC(C)=O)c2)cc1	i	1.1
Cc1ccc(S(=O)(=O)N2CCN(C(=O)Cn3c(=O)oc4ccccc43)CC2)c(C)c1	i	1.0
O=C(COC(=O)c1ccc(O)cc1)Nc1cc(C(F)(F)F)ccc1N1CCOCC1	i	1.0
COc1ccccc1C(NC(=O)C1CCN(CCOc2ccc(Cl)cc2)CC1)c1ccccn1 (stereo not given)	i	1.3
CCCCCC(=O)N1C[C@H](O)[C@@H](n2cc(C3CC3)nn2)C[C@@H]1c1ccc(OC)cc1	i	1.1
CCCCNc1c(-c2ccc(SC3CCCCC3)cc2)nc2cnccn12	i	4.2&4.5
CCCc1nc2c3ccccc3ccn2c1Cc1ccccc1	i	1.0
CCc1nc2ccc(C(=O)N3CCN(S(=O)(=O)CC)CC3)cn2c1N(C)Cc1cccs1	i	0.8
Cc1ccc(S(=O)(=O)N2CCN(C(=O)COC(=O)CCCOc3ccccc3)CC2)c(C)c1	i	0.2
Nc1ccc(CNC(=O)c2cc3cc(Cl)ccc3nc2N)cc1	i	0.7
COc1ccc(C(=O)OCC(=O)NC(=O)NC2CCCC2)cc1OC	i	0.7

Ordered by the number under Myeloid diff MLP GFP+ MAC1+ % (rising): some entries from above
Compound,Myeloid diff MLP GFP+ MAC1+ %
COc1ccccc1Cc1c(C2CCCCC2)nc2ccc(C)cn12,0.2
Nc1ccc(CNC(=O)c2cc3cc(Cl)ccc3nc2N)cc1,0.7
CCc1nc2ccc(C(=O)N3CCN(S(=O)(=O)CC)CC3)cn2c1N(C)Cc1cccs1,0.8
CCCc1nc2c3ccccc3ccn2c1Cc1ccccc1,1.0
CCCCCC(=O)N1C[C@H](O)[C@@H](n2cc(C3CC3)nn2)C[C@@H]1c1ccc(OC)cc1,1.1
CCCNC(=O)Cn1nc(-c2ccccc2OC)ccc1=O,1.6
Cc1ccc(S(=O)(=O)N2[C@H](CC(=O)c3ccccc3)OC[C@@H]2C(C)C)cc1,1.7

The listing picks up, starting six compounds before the break.
SMILES	Myeloid diff MLP	Myeloid diff MLP GFP+ MAC1+ %
CCCCNc1c(-c2ccc(SC3CCCCC3)cc2)nc2cnccn12	i	4.2&4.5
CCCc1nc2c3ccccc3ccn2c1Cc1ccccc1	i	1.0
CCc1nc2ccc(C(=O)N3CCN(S(=O)(=O)CC)CC3)cn2c1N(C)Cc1cccs1	i	0.8
Cc1ccc(S(=O)(=O)N2CCN(C(=O)COC(=O)CCCOc3ccccc3)CC2)c(C)c1	i	0.2
Nc1ccc(CNC(=O)c2cc3cc(Cl)ccc3nc2N)cc1	i	0.7
COc1ccc(C(=O)OCC(=O)NC(=O)NC2CCCC2)cc1OC	i	0.7
COc1ccc(Nc2cccc3ccccc23)cc1	i	3.1
CC(C)N(Cc1nc2ccccc2c(=O)[nH]1)C(=O)c1ccc(NC(=O)CSc2nnnn2C)cc1	i	0.6
Cc1ccc(Cc2c(C3CCCCC3)nc3c4ccccc4ccn23)cc1	i	1.4
Cc1ccc(NC2(C(N)=O)CCCC2)cc1	i	1.0
C[C@@H]1CN([C@@H](C)CO)C(=O)c2cc(NC(=O)Nc3ccccc3)ccc2O[C@H]1CN(C)C(=O)Nc1cccc2ccccc12	i	2.5
O=C(O)C[C@H]1c2ccccc2S(=O)(=O)N1C1CCCC1	i	2.6
CCN(CC)C(=O)c1cccc(-c2csc(C(O)c3cccc(OC)c3)n2)c1 (stereo not given)	i	1.1
CCC1OC(C)Cc2[nH][nH]c(=O)c21 (stereo not given)	i	1.0
CCCCCC(=O)N1C[C@@H](O)[C@H](n2cc(C3CC3)nn2)C[C@@H]1c1ccc(C)cc1	i	0.2
O=C(Cn1cc(COc2ccc3ccccc3c2)nn1)NS(=O)(=O)c1cccc(OC(F)F)c1	i	1.4
CCN(c1ccccc1)S(=O)(=O)c1ccc(N2CCN(c3ccc(OC)cc3)CC2)nc1	i	0.9
CCN(CC)CCNC(=O)c1ccc(NC(=O)Cc2ccc(OC)c(S(=O)(=O)N3CCOCC3)c2)cc1	i	0.5
CCC(O)c1cnc(OCc2ccccc2)nc1OCc1ccccc1 (stereo not given)	i	0.5
CN1CCC(N2CCN(C3CN(Cc4cn(Cc5cccc(C(F)(F)F)c5)nn4)S(=O)(=O)C3)CC2)CC1 (stereo not given)	i	0.6
CCC1Cc2[nH][nH]c(=O)c2C(CC)O1 (stereo not given)	i	0.9
CC(C)C[C@@H](CNCC(=O)[C@H](CC(=O)O)NC(=O)c1[nH]cnc1C(=O)N[C@H](CN)CC(C)C)NC(=O)c1nc[nH]c1C(=O)N[C@@H](Cc1ccccc1)C(=O)O	i	0.5
C/C(=N\NC(=O)c1cccc(S(=O)(=O)N2CCOCC2)c1)c1ccc(C)cc1	i	0.7
CC(=O)c1ccccc1NC(=O)C1CCCN(C(=O)c2ccc(Cl)cc2)C1 (stereo not given)	i	0.2
COC(=O)Cc1ccc(OC2(C)CCN(Cc3ccccc3)C2)cc1 (stereo not given)	i	1.1
CC(C)[C@@H]1O[C@H](CCc2ccccc2)CC2=C1C(=O)OC(C)(C)O2	i	0.5
C=C(C)CSC1=C(C#N)C(c2ccccc2)CC(=O)N1 (stereo not given)	i	8.8
CN(CC(=O)NC(=O)NCc1ccccc1)CC(=O)Nc1ccc(Cl)c(Cl)c1	i	1.2
Cc1ccc(S(=O)(=O)NC(CC(C)C)C(=O)N2CCN(C/C=C/c3ccccc3)CC2)cc1 (stereo not given)	i	0.6
O=C(NNS(=O)(=O)c1c(F)cc(F)c(Cl)c1F)C12CC3CC(CC(C3)C1)C2	i	0.4
COc1cc2cc(OC(C)=O)c3cc4c(cc3c2c(OC)c1OC)OCO4	i	1.4

Following part
SMILES	Myeloid diff MLP	Myeloid diff MLP GFP+ MAC1+ %
COc1ccc(CN2C(=O)C(CC(=O)NC3CC3)CC(C(=O)N3CCOCC3)=C2C)cc1 (stereo not given)	i	0.1
COc1cccc(C(c2c(C)[nH]n(-c3ccccc3)c2=O)c2c(C)[nH]n(-c3ccccc3)c2=O)c1O	i	0.2
O=c1cc(CN(Cc2ccccc2)Cc2ccccc2)c2c(ccc3ccccc32)o1	i	0.7
CCOc1ccc(N(C)S(=O)(=O)c2ccc(C)c(C(=O)NCc3ccccc3OC)c2)cc1	i	1.8
O=C(CSc1ccccc1)N1CCN(c2ccc(F)cc2)CC1	i	0.5
CC[C@]1(C(=O)OC)[C@H]2C(=O)N(C)C(=O)[C@H]2[C@H]2CN=C(SCc3ccc(OC)cc3)N21	i	1.4
CCC(CN(C)C)Oc1cc(NCc2ccccc2)c2ncn(C(C)C)c2c1 (stereo not given)	+	5.2*
COc1ccc(OC)c(NC(=O)COC(=O)Cc2ccsc2)c1	i	1.1
C[C@@H]1CN([C@@H](C)CO)C(=O)CCCn2nncc2CO[C@H]1CN(C)Cc1ccc2c(c1)OCO2	i	0.3
Cc1cc(N=O)c(C)cc1O	i	5.6
CC(C)[C@H](NC(=O)c1ccccc1F)C(=O)NNC(=O)c1cccs1	i	0.2
O=C1CCC(c2ccccc2)N1c1ccccc1 (stereo not given)	i	0.6
Cc1cnc(C)c(Nc2nc(C(N)Cc3ccc(F)cc3)cs2)n1 (stereo not given)	i	3.7
COc1ccc(Cc2nc3ccc(C(=O)NC4CCOC4)cc3o2)cc1OC (stereo not given)	i	0.9
CC1(C(=O)NS(=O)(=O)c2ccc(F)cc2F)CCN1C(=O)C/C=C/c1ccccc1 (stereo not given)	i	0.5
COCCNC(=S)N1CCC(C(=O)c2ccc(Cl)cc2)CC1	i	0.9
Cc1ccc2c(=O)n3c(nc2c1)C(Cc1ccccc1)NC(=O)c1cc2ccccc2cc1-3 (stereo not given)	i	0.7
O=C(CN1CCN(C(=O)c2ccc(-c3nc4ccccc4s3)o2)CC1)Nc1ccc(F)cc1	i	0.5
CCN(c1ccccc1)S(=O)(=O)c1cccc(C(=O)Nc2cccc(C)n2)c1	i	1.0
Cc1cncc(NCc2ccc3c(c2)OCO3)n1	i	0.9
O=C1NC[C@@H](CCCCN2C[C@H](Cc3ccc(O)cc3)N(CCc3ccccc3)C(=O)C2=O)N(CCC2CCCCC2)C1=O	i	0.6
O=C(Cn1cc(C(F)(F)F)ccc1=O)N1CCc2ccccc21	i	0.9
COc1ccc(CNC(=O)c2ccc(NS(=O)(=O)c3ccc4[nH]c(=O)[nH]c4c3)cc2)cc1OC	i	0.6
CC1(C(=O)NS(=O)(=O)c2cccs2)CCN1C(=O)c1ccccc1CCc1ccccc1 (stereo not given)	i	1.1
O=C(COC(=O)/C=C/c1cccc(Cl)c1)NCc1cccs1	i	0.9

A few values from the results shown.
Under Myeloid diff MLP GFP+ MAC1+ %, CC(C)[C@H](NC(=O)c1ccccc1F)C(=O)NNC(=O)c1cccs1 reads 0.2
Under Myeloid diff MLP GFP+ MAC1+ %, O=c1cc(CN(Cc2ccccc2)Cc2ccccc2)c2c(ccc3ccccc32)o1 reads 0.7

(next part)
SMILES	Myeloid diff MLP	Myeloid diff MLP GFP+ MAC1+ %
Cc1nn(-c2ccccc2)c2c1CC(=O)Nc1ccccc1-2	?	·
COC(=O)[C@]1(Sc2ccc(C)cc2)CC(=O)N[C@@H]1c1ccccc1	i	2.1
Cc1ccc(NC(=O)CN2C(=O)NC(Cc3ccccc3)C2=O)cc1Cl (stereo not given)	i	0.5
O=C(OCc1c(-c2ccccc2)ncc2ccccc12)c1ccc(C(F)(F)F)cc1	i	1.6
COc1ccccc1N(C)S(=O)(=O)c1ccc(C(=O)N(C)Cc2ccc(Cl)s2)cc1	i	0.5
O=C(COC(=O)C1COc2ccccc2O1)Nc1cccc(F)c1 (stereo not given)	i	0.7
C(=C\c1ccccc1)/CN1CCN(C(c2nnnn2C2CCCCC2)C2CC2)CC1 (stereo not given)	i	0.9
CC1=C(C(=O)OCc2ccccc2)C(c2ccc(Br)cc2)NC(=O)N1CCCCCC(=O)O (stereo not given)	i	3.2
COc1ccc2[nH]c(=O)c(CN(C(C)=O)c3cc(C)ccc3C)cc2c1	i	1.4
C[C@H](CO)N1C[C@H](C)[C@@H](CN(C)C(=O)Nc2ccnc(N3CCOCC3)c2)OCc2cnnn2CCCC1=O	i	0.9
CCOC(=O)C1=C(COC(=O)CCNS(=O)(=O)c2ccc(C)c(C)c2)NC(=O)NC1C (stereo not given)	i	1.1
CCN(c1ccccc1)S(=O)(=O)c1ccc(C(=O)NNC(=O)c2ccccc2F)cc1	i	0.8
COc1ccc(S(=O)(=O)NNS(=O)(=O)c2ccc(OC)c(OC)c2)cc1OC	i	1.2
Cc1cc(F)cc(-c2cc(C(=O)NCc3ccc(C(F)(F)F)cc3)[nH]n2)c1	i	1.5
CC(C)C[C@@H](CN1CCCC1CN1C(=S)NC[C@@H]1Cc1ccc(O)cc1)N1C[C@H](Cc2ccc(O)cc2)N(CC2CCCCC2)C1=S (stereo not given in full)	i	2.0
CC1CCC2(CC1)NC(=O)N(CC(=O)N1CC(C)CC(C)C1)C2=O (stereo not given)	i	1.3
O=C(c1ccc(Cl)c(S(=O)(=O)N2CCCC2)c1)N1CCN(Cc2ccccc2)CC1	i	1.4
COc1ccc(S(=O)(=O)N(C)C[C@H]2Oc3c(NC(=O)Nc4ccccc4)cccc3C(=O)N([C@H](C)CO)C[C@@H]2C)cc1	i	0.6
CC(=O)Nc1ccc(C(=O)OCC(=O)N2CC3(C)CC2CC(C)(C)C3)cc1 (stereo not given)	i	0.9
CN(C)c1ccc(CNC(=O)C2(C)Cc3c(-c4cccc(C(F)(F)F)c4)ccnc3O2)cc1 (stereo not given)	i	1.2
Cc1cn([C@H]2C[C@H](O)[C@@H](/C=C/C(=O)NCc3ccccc3)O2)c(=O)[nH]c1=O	i	1.8
COc1ccc(-c2cc3cc4c(cc3cn2)OCO4)cc1	i	0.9
O=C(Nc1ccc(S(=O)(=O)N2CCCC2)cc1)C1CC(=O)N(CCc2ccc(F)cc2)C1 (stereo not given)	i	0.2
Cc1ccccc1NC(=O)Cc1nc(COC(=O)CC(C)c2ccccc2)cs1 (stereo not given)	i	0.8
COC(=O)[C@]12CCCCC=C1N(Cc1ccccc1)C(=O)[C@H](CC(=O)NCCCN1CCCC1=O)C2	i	0.9
COc1cc(OC)c2c(-c3cccc(-c4ccc(C#N)cc4)c3)cc(=O)oc2c1	?	·
Cc1cc(NC(=O)C(C)SCC(=O)Nc2ccc(C(=O)OC(C)C)cc2)no1 (stereo not given)	i	0.6
